Assay outcomes as filed in PubChem BioAssay.
CHO-K1 Ca antag – M1 antagonist counterscreen hit in parental CHO-K1 cells; ATP-induced calcium, Fluo-8 fluorescence; inhibition, % at 3 µM; actives 0.6% (n = 360,000); AID 602250;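 active = inhibition above a per-plate cutoff, the plate's mean sample inhibition plus 3 SD, cut at about 24% in these data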;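 also: 0% = DMSO plus EC80 ATP and 100% = DMSO alone without ATP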
OXTR potentiate – human OXTR potentiators, primary screen, fluorescence, CHO-OTR cells, Fluo-8 calcium; Oxytocin receptor (Homo sapiens), P30559; Fluo-8 calcium fluorescence, potentiator mode; 0% = oxytocin EC15, 100% = EC100; activation, % at 3 µM; actives 0.061% (n = 320,000);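 active = activation above that plate's cutoff, the mean activation of tested compounds plus 3 SD, cut at about 6.6% in these data, passing the limit was not always enough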;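 also: 100% uses oxytocin at 75 nM as the full agonist control; some results filed as inactive read as strong as hits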
Target sequence (P30559 whole entry, looked up): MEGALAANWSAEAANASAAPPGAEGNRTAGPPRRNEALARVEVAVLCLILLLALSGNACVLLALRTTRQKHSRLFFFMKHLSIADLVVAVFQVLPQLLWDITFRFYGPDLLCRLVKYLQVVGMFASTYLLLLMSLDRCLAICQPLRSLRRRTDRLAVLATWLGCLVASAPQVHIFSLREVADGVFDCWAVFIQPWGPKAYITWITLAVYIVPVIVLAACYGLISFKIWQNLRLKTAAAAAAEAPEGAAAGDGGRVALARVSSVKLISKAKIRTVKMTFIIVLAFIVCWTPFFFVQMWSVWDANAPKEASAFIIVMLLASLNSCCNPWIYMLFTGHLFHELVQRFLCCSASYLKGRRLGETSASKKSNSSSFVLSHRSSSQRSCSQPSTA
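Dosing: Single dose, 3.0 µM nominal final compound concentration | Material: Human OTR in CHO cells | Technique: Kinetic Fluo-8 calcium fluorescence | Benchmarks: EC15 oxytocin alone as 0%, 75 nM oxytocin as 100% | Probe or stimulus: Oxytocin at about EC15, sub-maximal agonist stimulus | Incubation: Compound 6 min at room temperature before oxytocin, 100 s read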
M1 PAM – human M1 muscarinic receptor positive allosteric modulators, primary screen, CHO-K1 cells, Fluo-8 calcium fluorescence, 1536-well; actives 0.088% (n = 360,000); Muscarinic acetylcholine receptor M1 (Homo sapiens), P11229; AID 588819, 2011; activation, % at 3 µM; CHO-K1 hM1, ACh EC20; 0% = ACh EC20, 100% = maximal ACh; in the data active = activation above about 19%, passing the limit was not always enough
Target sequence (P11229 whole entry, looked up): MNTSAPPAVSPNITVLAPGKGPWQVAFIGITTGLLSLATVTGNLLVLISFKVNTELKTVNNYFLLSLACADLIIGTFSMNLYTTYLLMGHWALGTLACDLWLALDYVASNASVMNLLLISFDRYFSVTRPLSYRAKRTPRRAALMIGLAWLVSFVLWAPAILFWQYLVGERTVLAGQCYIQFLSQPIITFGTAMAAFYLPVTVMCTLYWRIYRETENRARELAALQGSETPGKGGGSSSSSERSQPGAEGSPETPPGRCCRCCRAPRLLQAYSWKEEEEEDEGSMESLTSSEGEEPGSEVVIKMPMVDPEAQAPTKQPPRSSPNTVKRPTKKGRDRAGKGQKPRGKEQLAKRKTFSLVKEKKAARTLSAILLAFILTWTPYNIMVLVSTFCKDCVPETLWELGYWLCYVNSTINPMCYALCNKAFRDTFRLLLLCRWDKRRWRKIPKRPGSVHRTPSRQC
CHO parental Ca – ATP-evoked calcium signal inhibitors, parental CHO, primary screen, counter-screen for OX1R antagonist project, cell-based, fluorescence, Fluo-8 calcium dye | parental CHO-K1, ATP-induced calcium, Fluo-8 fluorescence | inhibition, % at 5.6 µM | actives 0.63% (n = 330,000) | AID 463079, 2010;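 active = inhibition above that plate's mean sample inhibition plus 3 SD, cut at about 26% in these data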;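 also: 0% = ATP-challenged DMSO wells and 100% = DMSO wells without ATP; some compounds past the cut are filed as inactive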
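Assay system: untransfected parental CHO cell line. Also added: ATP agonist challenge. Dosing: one dose, 5.6 µM nominal. Measured by: Fluo-8 fluorescence. Read-out: % inhibition. Benchmarks: ATP wells versus no-ATP DMSO wells. Repeats: no replicates.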
CHRM4 antagonist – human M4 muscarinic receptor antagonists, primary screen, CHO cells, Fluo-8 calcium fluorescence; Muscarinic acetylcholine receptor M4 (Homo sapiens), P08173; CHO-hM4 cells, ACh EC80; inhibition, % at 3 µM; actives 0.73% (n = 360,000); AID 624125, 2012;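 active = inhibition above its plate's cutoff, the mean inhibition of sample wells plus 3 SD, cut at about 27% in these data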;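 also: 0% = acetylcholine EC80 with DMSO and 100% = DMSO without agonist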
CHRM1 agonist – human M1 muscarinic receptor agonists, primary screen, Fluo-8 calcium fluorescence, CHO-K1 cells, HTS. activation, % at 3 µM. CHO-K1 hM1, agonist mode; 0% DMSO, 100% acetylcholine EC100. actives 0.33% (n = 360,000);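 active = activation above the run's mean compound activation plus 3 SD, cut at about 16% in these data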;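 also: peak over basal fluorescence ratio within a 140 s kinetic read after compound addition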
M4 ag – human M4 muscarinic receptor agonists, primary screen, CHO-K1 cells, Fluo-8 calcium fluorescence; Muscarinic acetylcholine receptor M4 (Homo sapiens), P08173; CHO-K1 hM4/Gqi5; vehicle 0%, full acetylcholine response 100%; activation, % at 3 µM; actives 0.14% (n = 360,000); AID 624127, 2012;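 active = activation above the run mean over all test wells plus 3 SD, cut at about 32% in these data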;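 also: peak over basal fluorescence ratio per well then scaled between controls; 0% = DMSO wells and 100% = acetylcholine at EC100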
M1 antag – human M1 muscarinic receptor antagonists, primary screen, CHO-K1 cells, Fluo-8 calcium fluorescence, 1536-well. inhibition, % at 3 µM. actives 1.3% (n = 360,000). AID 588852, 2011. Muscarinic acetylcholine receptor M1 (Homo sapiens), P11229. CHO-K1 hM1, ACh EC80 antagonist;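 active = percent inhibition above its own plate's cutoff, namely the mean of that plate's compound wells plus 3 SD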;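 also: peak over basal fluorescence ratio during 140 s after agonist addition; 0% = ACh EC80 plus DMSO and 100% = DMSO alone without agonist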
M1 ag parental – counter-screen for M1 agonists: effect in parental CHO-K1 cells. Fluo-8 calcium fluorescence; scaled to maximal ATP response, vehicle zero. activation, % at 3 µM. actives 0.48% (n = 360,000). AID 602248, 2012; in the data active = activation above about 15%;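 also: untransfected CHO-K1 host cells lacking M1 receptor as counterscreen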
* marks the source's active call; other numbers are inactive results; . = no result given.

Molecule,CHO-K1 Ca antag,OXTR potentiate,M1 PAM,CHO parental Ca,CHRM4 antagonist,CHRM1 agonist,M4 ag,M1 antag,M1 ag parental
Cc1ccc(O)c(C(=O)c2cnn(-c3ccc(S(=O)(=O)N4CCOCC4)cc3[N+](=O)[O-])c2)c1,-5.0,-3.1,2.6,-9.0,7.7,-8.8,4.3,-2.1,1.8
Cc1cccc(CN2CCC(n3nccc3NC(=O)CCCc3ccccc3)CC2)n1,-0.5,-1.9,-0.6,-15.3,-8.0,-4.2,1.8,-1.1,0.9
CC(=O)c1ccc(NC(=O)C(C)O/N=C(\N)c2ccccc2)cc1 (stereo not given),-10.4,-5.3,6.6,-0.8,-1.7,1.0,3.4,-4.5,2.4
Cc1nn(C)cc1NC(=O)c1ccc(Br)o1,-3.3,-8.9,2.5,-2.5,-12.7,-2.9,0.4,-10.1,0.0
COC(=O)c1ccc(CNC(=O)c2ccc(S(=O)(=O)N(C)c3ccccc3OC)cc2)cc1,6.1,-9.1,-3.3,3.9,8.1,0.8,23.9,11.8,4.7
O=S1(=O)N=C(Nc2nc3c(s2)CCCC3)c2ccccc21,6.8,-19.3,7.7,-4.8,7.5,1.4,2.6,-5.5,0.4
Cc1nn(C(CC(=O)O)C(=O)O)c(C)c1Br (stereo not given),-21.1,-5.2,2.2,-1.1,-0.5,-1.4,0.7,-3.0,-0.2
O=C1N[C@@H](Cc2ccccc2)COC(=O)[C@@H](Cc2ccc(F)cc2)CC/C=C/C[C@H]1CC(=O)N(CCO)Cc1ccccc1,-15.4,-8.1,-8.3,-10.3,16.1,-0.9,26.2,18.8,6.2
Cc1csc(C(C#N)C(=O)c2ccc(S(=O)(=O)N3CCCC3)cc2)n1 (stereo not given),-19.0,-0.9,0.9,2.8,9.9,-5.4,3.4,0.0,2.3
O=C(Nc1ccccc1)Nc1cccn(Cc2c(F)cccc2Cl)c1=O,-7.5,-29.0,-4.3,-12.7,-21.5,-3.3,4.9,8.2,4.6
O=C(Nc1ccc(Cl)cc1)c1nc[nH]c1C(=O)N1CCN(c2ccccc2)CC1,-3.0,-2.7,-12.8,-13.6,4.7,-0.2,1.5,21.8,0.1
COc1ccc(NC(=O)C2C3C=CC(C3)C2C(=O)NCc2ccco2)cc1 (stereo not given),10.3,-1.4,2.8,-6.4,11.5,-3.3,0.0,-1.8,-0.4
COc1ccc(C2/C=C\CN(C(=O)C3CC3)[C@H](Cc3ccccc3)C(=O)N2Cc2ccc(F)cc2)cc1 (stereo not given in full),-14.6,-7.6,-4.0,-30.0,-20.4,-7.4,6.5,2.4,-0.4
O=C(CN1C2=NCCCN2c2ccccc21)c1ccc(Br)s1,-6.4,-17.6,-3.9,-13.0,3.5,-4.3,2.5,3.1,0.9
COc1ccc(/C=N/NS(=O)(=O)c2ccc(C)cc2)cc1OC(=O)c1ccc(C)cc1,5.8,-15.2,-7.5,-9.4,0.5,-1.4,-0.1,-4.1,0.0
COc1ccccc1C(=O)Nc1nnc(CCc2ccccc2)s1,-18.9,-8.3,-4.7,-9.7,-17.9,0.8,4.6,11.6,1.5
COC(=O)c1ccccc1NC(=S)N1CCN(C2CCCCC2)CC1,-7.5,2.0,9.3,-6.7,-0.8,-5.7,-0.1,-18.6,0.5
COc1ccc2oc(C(=O)OCC(=O)N(C)CC(=O)Nc3ccc(C)cc3)c(C)c2c1,-17.7,-9.7,2.7,-17.0,-6.1,-4.1,3.3,-9.7,2.9
C[C@@H]1CN([C@H](C)CO)C(=O)c2c(c3ccccc3n2C)-c2ccccc2CO[C@H]1CN(C)C(=O)NC1CCCCC1,-5.6,.,2.2,.,-8.7,-3.1,1.5,-12.6,0.2
COc1cc(C(=O)NC2CCN(C)CC2)ccc1Nc1ncc2c(n1)N(C1CCCC1)CCC(=O)N2C(C)C,12.0,.,2.2,.,-7.0,-8.9,-0.6,10.4,-0.4

Some of these compounds in order of their number in CHRM1 agonist, highest first:
compound | OXTR potentiate | M1 PAM | CHRM4 antagonist | CHRM1 agonist | M4 ag | M1 antag
Cc1nn(C)cc1NC(=O)c1ccc(Br)o1 | -8.9 | 2.5 | -12.7 | -2.9 | 0.4 | -10.1
COc1ccc2oc(C(=O)OCC(=O)N(C)CC(=O)Nc3ccc(C)cc3)c(C)c2c1 | -9.7 | 2.7 | -6.1 | -4.1 | 3.3 | -9.7
Cc1cccc(CN2CCC(n3nccc3NC(=O)CCCc3ccccc3)CC2)n1 | -1.9 | -0.6 | -8.0 | -4.2 | 1.8 | -1.1

Additional structures:
Molecule,CHO-K1 Ca antag,OXTR potentiate,M1 PAM,CHO parental Ca,CHRM4 antagonist,CHRM1 agonist,M4 ag,M1 antag,M1 ag parental
CN(CC(=O)Nc1cc([N+](=O)[O-])ccc1Cl)Cc1ccc(Br)cc1,-6.8,-5.5,-3.8,-20.8,-3.0,-9.5,-1.6,-2.8,-0.8
O=C(/C=C/c1cccc(Cl)c1)NCc1ccccc1,-10.4,-0.1,-10.3,10.2,-7.1,-5.7,-0.3,41.2*,-0.7
O=C(CCCOC(=O)c1cccnc1Cl)c1ccc(Br)cc1,-22.3,-8.6,4.1,-11.5,-8.1,-4.4,5.1,3.3,5.3
O=C(O)c1cccc(N2C(=S)N=C(Nc3ccccc3)C23CCCCC3)c1,-8.1,0.7,-1.0,1.2,-9.3,-3.5,0.4,3.2,0.2
O=C(c1ccccc1NS(=O)(=O)c1ccccc1)N1CCCCCC1,5.3,-0.1,14.4,-14.4,-13.4,-0.6,0.4,-12.3,0.0
O=C(CCSc1ccccc1)Nc1nccs1,3.1,2.6,7.9,-1.4,-2.0,-3.5,0.5,-3.5,0.1
Cc1ccccc1NS(=O)(=O)c1ccc(OCC(=O)NCc2cccnc2)cc1,-10.9,-0.6,2.8,-2.3,-5.0,-10.3,1.7,-7.6,0.7
C=CCN(C(=O)c1cccc(S(=O)(=O)N2CCN(C)CC2)c1)c1nc(-c2ccccc2)cs1,1.3,-21.2,0.0,2.7,17.4,4.1,19.6,-13.8,7.4
CCC(C(=O)NCc1ccco1)N(C(=O)CNS(=O)(=O)c1ccc(F)cc1)c1ccccc1F (stereo not given),-13.2,-3.1,13.3,-21.6,-17.8,-0.5,3.3,-1.6,1.2
CCOc1ccc(-n2c(SCC(=O)NCc3ccco3)nnc2-c2c[nH]c3ccccc23)cc1,-7.5,-6.7,7.6,-19.4,11.0,-0.1,8.1,3.7,0.8
O=C(NC(Cc1c[nH]c2ccccc12)C(=O)O)c1ccc(Br)cc1 (stereo not given),-7.6,-2.8,12.2,-3.3,-9.8,-3.0,0.9,-7.8,-0.4
O=C(C1=C(O)C(=O)N(Cc2ccco2)C1c1ccccc1F)c1cccs1 (stereo not given),-12.3,-4.7,0.4,-0.8,-12.6,-6.4,0.6,-4.5,0.8
CC(=O)c1cccc(NS(C)(=O)=O)c1,-6.0,-2.1,4.3,-4.0,-7.3,-3.6,1.0,-4.9,-0.6
Cc1cccc(C)c1OCc1cc(C(=O)N(Cc2nccn2C)C(C)C)no1,-12.6,-14.9,-1.0,-1.7,-8.2,-3.5,7.2,-3.0,3.2
Cc1ccc(-c2ccc(=O)n(Cc3cccc(Br)c3)n2)cc1,-6.0,-17.8,3.8,-6.8,-14.1,1.5,0.0,9.7,2.5
CC1(C)CC2(CC(c3ccccc3F)c3ccc(O)c(O)c3O2)NC(=S)N1 (stereo not given),-14.1,0.1,9.7,-6.6,3.7,-7.4,1.7,-5.3,0.0
CN(C)/C=C/C(=O)c1cnc2sccn2c1=O,-8.0,3.7,15.7,-5.8,4.8,-10.1,1.0,-7.1,0.6
CC1(C)NC(=O)N(CC(=O)O)C1=O,-5.0,-4.1,8.6,5.7,-2.2,-5.3,0.5,-8.7,0.6
COC(=O)COc1ccc(S(=O)(=O)Nc2ccc(C(N)=O)cc2)cc1C,-1.3,3.3,0.6,-6.5,10.1,-5.3,0.5,4.1,0.5
COc1cc(-c2coc3c(C(=O)NCc4ccc(C(F)(F)F)cc4)cccc23)ccc1O,-12.2,.,2.1,.,-5.6,-2.8,3.2,-9.2,0.7

Molecule,CHO-K1 Ca antag,OXTR potentiate,M1 PAM,CHO parental Ca,CHRM4 antagonist,CHRM1 agonist,M4 ag,M1 antag,M1 ag parental
CCN1C(=O)CC(NCc2ccc(S(N)(=O)=O)cc2)C1=O (stereo not given),-20.6,-1.9,11.2,-6.6,12.5,-2.7,0.8,-34.2,1.4
Cc1ccc(-c2cc(C(=O)NCc3ccco3)c3ccccc3n2)o1,-4.6,-11.0,4.9,-8.2,-11.6,-2.8,1.0,-7.7,-0.1
Cc1onc(-c2c(Cl)cccc2Cl)c1NC(=O)NNc1ccccn1,-6.5,-8.6,6.2,-9.5,6.7,-2.2,-0.3,-5.1,0.3
CN1C(=O)[C@H]2[C@@H](c3ccc(C(F)(F)F)cc3)N[C@]3(CCCN(Cc4ccco4)C3=O)[C@H]2C1=O,-13.1,.,4.5,.,-5.0,-6.0,-0.3,-8.3,1.3
CC(C)c1ccc(OCc2nc(-c3ccccn3)no2)c(Br)c1,9.6,-12.9,-9.9,-26.4,-7.4,-2.4,0.0,14.5,0.6
O=C(CCn1c(=O)c2ccccc2n(Cc2ccccc2)c1=O)NCc1ccc2c(c1)OCO2,-9.0,-14.8,6.3,-21.0,17.0,-0.8,0.4,-10.0,0.2
O=C(c1ccc(Cl)cc1)C1CCN(C(=O)c2ccccc2F)CC1,-5.0,.,3.7,.,-4.2,0.0,2.5,-11.4,1.4
O=C(NC1CCCC1)c1cc(-c2ccc(Cl)c(Cl)c2)on1,-10.4,-15.7,-5.4,-21.1,-10.3,-2.3,2.4,-0.3,1.4
COc1cc(OC)cc(C(=O)NCCOC23CC4CC(CC(C4)C2)C3)c1,-16.6,-7.2,7.0,-29.9,-1.4,3.8,1.7,-6.0,1.9
Cc1ccc(NC(=O)C2CCCN(C3=NS(=O)(=O)c4ccccc43)C2)c(O)c1 (stereo not given),26.3*,3.1,-9.1,4.2,10.3,-1.0,1.1,26.8,-0.4
COc1ccc(S(=O)(=O)CCC(=O)NCc2ccc(C)o2)cc1,-2.8,2.2,16.9,0.6,-20.5,-1.4,1.1,-17.1,0.3
O=C1c2ccccc2NC(c2cnc3ccccc3n2)N1O (stereo not given),-5.2,-14.1,3.2,2.5,-3.8,-4.0,0.6,-10.2,0.2
COc1ccccc1S(=O)(=O)Cc1ccc(C(=O)NC(C)c2ccc3c(c2)OCCO3)o1 (stereo not given),4.2,-4.3,-0.2,-8.9,1.1,0.8,12.2,1.0,3.9
COc1ccc(/C=C(\NC(=O)c2ccc(Cl)cc2)C(=O)NCC2CCCO2)cc1OC (stereo not given),-10.4,-4.5,7.4,-11.8,-19.5,-2.4,0.6,-6.9,0.6
